From PubChem
mIAP inh: inhibitors of mouse IAP, primary screen, biochemical, luminescence, uHTS | AID 2806, 2010 | 330,000 compounds, 0.2% hits | intestinal alkaline phosphatase [Mus musculus] | inhibition, % at 10 µM | purified mouse IAP, CDP-Star luminescence, 30 min;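 active means inhibition of at least 40% at 10 µM in the primary screen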;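 further: plate controls were DMSO with enzyme for no effect and no enzyme wells for full effect; values of inactives mirror those of a sister screen read the other way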
hIAP inh: human IAP inhibitors, primary screen, biochemical, luminescence, uHTS. Intestinal-type alkaline phosphatase (Homo sapiens), P09923. purified IAP, CDP-Star luminescence, 30 min. inhibition, % at 10 µM. 330,000 compounds, 0.12% hits;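 active means inhibition reaching a set limit with compound at 10 µM in the primary screen, cut at about 35% in these data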;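 further: plate controls were DMSO wells with enzyme for no effect and no-enzyme buffer wells for full effect; values of inactives mirror those of a sister screen read the other way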
ATG4B inhibitor: ATG4B protease inhibitors, primary screen, biochemical, fluorescence, uHTS | Cysteine protease ATG4B (Homo sapiens), Q9Y4P1 | 340,000 compounds, 0.51% hits | AID 504462, 2011 | inhibition, % at 8.33 µM | ATG4B cleavage of LC3-PLA2, NBD-HPC fluorescence, 1 h; in the data active means inhibition above about 40%
mIAP activ: activators of mouse IAP, primary screen, biochemical, luminescence, uHTS; intestinal alkaline phosphatase [Mus musculus]; muIAP, CDP-Star luminescence, 30 min; stronger effect = higher value; 1 = vehicle-only enzyme signal, 0 = enzyme-free wells; activation factor at 10 µM; 330,000 compounds, 0.24% hits;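 active means activation factor of at least 2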; further: the source names both 10 and 20 µM as test concentration; values of inactives mirror those of a sister screen read the other way
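Assay system: mouse IAP enzyme; reagent: chemiluminescent substrate CDP-Star; dosing: test compounds delivered from DMSO solution; schedule: 30 min at room temperature; measured by: luminescence from enzymatic CDP-Star hydrolysis; controls: DMSO-only wells and no-enzyme negative control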
PfGluPho inh: PfG6PD enzyme inhibitors, primary screen, biochemical, fluorescence intensity, uHTS; glucose-6-phosphate dehydrogenase-6-phosphogluconolactonase (Plasmodium falciparum 3D7); PfGluPho enzyme, NADPH resazurin-diaphorase fluorescence; inhibition, % at 20 µM; 350,000 compounds, 0.78% hits; AID 504690, 2011;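 active means inhibition reaching at least a set limit at 20 µM in the primary screen, cut at about 59% in these data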;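 further: 0% = DMSO wells with substrate and 100% = DMSO wells lacking glucose-6-phosphate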
hIAP activ: human IAP activators, primary screen, biochemical, luminescence, uHTS | activation factor at 10 µM | purified human IAP, CDP-Star luminescence, 30 min; stronger effect = higher value; 1 = vehicle-only enzyme, 0 = enzyme-free background | 330,000 compounds, 0.16% hits | Intestinal-type alkaline phosphatase (Homo sapiens), P09923;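 active means activation factor of the enzyme at least 2-fold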; further: the source names both 10 and 20 µM as test concentration; values of inactives mirror those of a sister screen read the other way
A3A deaminase: APOBEC3A ssDNA deaminase inhibitors, primary screen, selectivity assay for APOBEC3G inhibitor project, biochemical, FAM/TAMRA oligo cleavage fluorescence. DNA dC->dU-editing enzyme APOBEC-3A (Homo sapiens), P31941. 330,000 compounds, 0.41% hits. recombinant A3A, FAM/TAMRA ssDNA deamination fluorescence. inhibition, % at 20 µM;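 active means at least 40% inhibition at 20 µM here, with at most 30% in a related deaminase screen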;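 further: plate controls were A3A with DMSO for no effect and wells lacking A3A enzyme for full effect; some results filed as inactive read as strong as hits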
HKDC1 inh: HKDC1 hexokinase inhibitors, primary screen, biochemical, fluorescence, uHTS; recombinant HKDC1, G6PDH/diaphorase resazurin coupled fluorescence; Q2TB90; inhibition, % at 20 µM; 340,000 compounds, 0.16% hits;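 active means inhibition above about 35% when tested at 20 µM, limit read from the data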;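 further: plate controls were DMSO wells with enzyme for no effect and DMSO wells lacking enzyme for full effect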
Target sequence (Q2TB90 whole entry, looked up): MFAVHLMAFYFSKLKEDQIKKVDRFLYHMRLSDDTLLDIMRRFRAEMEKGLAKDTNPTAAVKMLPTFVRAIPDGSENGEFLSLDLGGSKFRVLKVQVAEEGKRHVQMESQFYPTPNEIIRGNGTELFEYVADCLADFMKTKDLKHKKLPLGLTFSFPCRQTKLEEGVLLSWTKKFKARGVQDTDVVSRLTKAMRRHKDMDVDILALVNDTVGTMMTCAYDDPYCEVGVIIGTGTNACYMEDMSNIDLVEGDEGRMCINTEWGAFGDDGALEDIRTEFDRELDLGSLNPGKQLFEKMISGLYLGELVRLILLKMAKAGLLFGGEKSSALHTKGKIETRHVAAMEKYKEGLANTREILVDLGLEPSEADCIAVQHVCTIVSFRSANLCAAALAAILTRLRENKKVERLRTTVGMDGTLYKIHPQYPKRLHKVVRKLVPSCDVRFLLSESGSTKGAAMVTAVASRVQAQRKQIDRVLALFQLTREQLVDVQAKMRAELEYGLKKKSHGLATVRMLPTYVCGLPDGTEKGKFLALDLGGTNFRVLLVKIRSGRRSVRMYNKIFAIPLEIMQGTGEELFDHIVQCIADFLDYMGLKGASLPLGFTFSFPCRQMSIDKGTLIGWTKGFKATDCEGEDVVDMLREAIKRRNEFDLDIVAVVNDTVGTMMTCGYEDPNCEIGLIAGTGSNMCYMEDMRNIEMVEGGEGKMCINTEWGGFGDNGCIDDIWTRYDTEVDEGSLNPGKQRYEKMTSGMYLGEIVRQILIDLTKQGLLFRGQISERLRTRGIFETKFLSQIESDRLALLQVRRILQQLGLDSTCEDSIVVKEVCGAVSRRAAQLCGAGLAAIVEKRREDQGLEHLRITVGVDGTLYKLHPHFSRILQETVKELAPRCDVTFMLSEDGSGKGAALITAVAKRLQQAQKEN
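Test system: recombinant HKDC1 (HK5) hexokinase enzyme, produced in-house; Amount: enzyme 5 µg/mL final; Buffer or medium: Tris pH 8.0 buffer with MgCl2, Tween-20, BSA, BME; Reagent: glucose and ATP substrates; Doses: 20 µM test compound, 1% DMSO; Incubation: 90 min reaction incubation at room temperature, dark; Detection: resorufin fluorescence at 613 nm.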
* hit, by the source's call; . = no result given. Not a hit list, and some 2.4% of all compounds hit somewhere here.

(1) COc1ccc(C(CNC(=O)C(=O)Nc2ccc3c(c2)OCO3)N2CCN(C)CC2)cc1 (stereo not given)
(2) Cc1nn(Cc2ccc(Cl)cc2)c(C)c1NC(=O)c1c(-c2ccccc2)noc1C
(3) C/C(=C\c1ccc(F)cc1)C(=O)c1c(C)cc(C)[nH]c1=O
(4) COc1ccc(C(=O)Nc2ccc3c(c2)OCCO3)cc1
(5) Cc1cc(NC(=O)CN(C)CC(=O)Nc2ccc(F)c(F)c2F)no1
(6) CCOc1ccccc1NC(=O)c1ccc([N+](=O)[O-])cc1
(7) Cc1ccc(-n2ncc(Cl)c2C(=O)NC2CC2)cc1
(8) Cn1c(N/N=C\c2cccc(O)c2)cc(=O)n(C)c1=O

assay / entry	1	2	3	4	5	6	7	8
mIAP inh	7	-9	4	-8	-6	-5	-6	10
hIAP inh	8	6	9	6	-75	-2	-29	7
ATG4B inhibitor	-6	-8	2	-4	-9	.	-4	6
mIAP activ	0.93	1.1	0.96	1.1	1.1	1.1	1.1	0.9
PfGluPho inh	4	0	-11	25	6	.	12	1
hIAP activ	0.92	0.94	0.91	0.94	1.8	1	1.3	0.93
A3A deaminase	0	-2	0	-5	0	5	-3	0
HKDC1 inh	-2	-4	-3	-9	-7	.	3	-7

The last 4 compounds of the section above come first, to join the parts.
(5) Cc1cc(NC(=O)CN(C)CC(=O)Nc2ccc(F)c(F)c2F)no1
(6) CCOc1ccccc1NC(=O)c1ccc([N+](=O)[O-])cc1
(7) Cc1ccc(-n2ncc(Cl)c2C(=O)NC2CC2)cc1
(8) Cn1c(N/N=C\c2cccc(O)c2)cc(=O)n(C)c1=O
(9) CCOC(=O)N1CCC(NC(=O)Cn2ncc3c2-c2cc(C)ccc2OC3)CC1
(10) Cc1cc(C(=O)OCC(N)=O)c(C)n1-c1ccccc1
(11) Cn1cnnc1SCC(=O)Nc1ccccc1Oc1ccccc1
(12) O=C(C1CCN(c2nnc(N3CCCC3=O)s2)CC1)N1CCN(c2cccc(C(F)(F)F)c2)CC1
(13) O=C(COc1ccccc1Cl)Nc1ccc(N2CCN(C(=O)c3ccccc3)CC2)cc1
(14) COCCOC(=O)c1c(C)oc2ccc(OS(C)(=O)=O)cc12
(15) COc1ccc(C(=O)OCC(=O)NC(=O)NCc2ccccc2)cc1[N+](=O)[O-]
(16) Cc1ccc(/C([O-])=C(/C(=S)NCc2ccco2)[n+]2ccccc2)cc1

assay / entry	5	6	7	8	9	10	11	12	13	14	15	16
mIAP inh	-6	-5	-6	10	9	-8	11	0	-5	-8	-2	25
hIAP inh	-75	-2	-29	7	21	-2	14	-7	-13	-14	-7	3
ATG4B inhibitor	-9	.	-4	6	-8	5	-12	-5	-5	-2	-13	.
mIAP activ	1.1	1.1	1.1	0.9	0.91	1.1	0.89	1	1.1	1.1	1	0.75
PfGluPho inh	6	.	12	1	3	-2	4	0	9	-11	2	.
hIAP activ	1.8	1	1.3	0.93	0.79	1	0.85	1.1	1.1	1.1	1.1	0.97
A3A deaminase	0	5	-3	0	-1	-7	7	-3	-2	0	3	19
HKDC1 inh	-7	.	3	-7	-2	-2	-3	-4	-1	-1	-1	.

(17) CCCCOc1cccc(C(=O)N(Cc2ccccc2)C2CCS(=O)(=O)C2)c1 (stereo not given)
(18) Cc1cccc(C)c1NC(=O)c1cccc2c1-c1ccccc1C2=O
(19) CCCCNC(=O)Nc1ccc(C2SCCS2)cc1
(20) Cc1cccnc1CNC(=O)C1CCC(=O)N(CCc2cccc(F)c2)C1 (stereo not given)
(21) Cc1sc(NC(=O)c2c(F)cccc2F)nc1-c1ccccc1
(22) CCOC(=O)C1CCN(CC(O)COc2ccc(C(C)(C)C)cc2)CC1 (stereo not given)
(23) C=CCNC(=S)NNC(=O)CC12CC3CC(CC(C3)C1)C2
(24) Cc1cc2oc(=O)cc(-c3ccccc3)c2c(C)c1-c1ccc(CO)cc1

assay / entry	17	18	19	20	21	22	23	24
mIAP inh	3	8	-36	6	-2	0	-4	3
hIAP inh	8	11	2	13	0	3	-29	.
ATG4B inhibitor	-14	2	14	0	53*	-10	-8	-11
mIAP activ	0.97	0.92	1.4	0.94	1	1	1	0.97
PfGluPho inh	1	-22	25	12	-11	2	14	-8
hIAP activ	0.92	0.89	0.98	0.87	1	0.97	1.3	.
A3A deaminase	7	-1	0	-5	-6	-2	-2	10
HKDC1 inh	-2	-5	-6	-4	4	-7	-8	25

(25) CC(OC(=O)c1cc(=O)[nH]c2ccccc12)C(=O)NC1CCCCC1C (stereo not given)
(26) CC(=O)Nc1cccc(Oc2cc(C#N)c(C#N)cc2N2CCOCC2)c1
(27) CCCCC(=O)Nc1ccccc1Oc1ccccc1
(28) O=C(CCCc1c[nH]c2ccccc12)N[C@@H](Cc1c[nH]c2ccccc12)C(=O)O
(29) CN(Cc1ccccc1)C(=O)C1CCN(S(=O)(=O)c2ccc(-n3cnnn3)cc2)CC1
(30) COCCCNc1nc(N)c([N+](=O)[O-])c(NC2CCCCC2)n1
(31) CC1(C)OC(=O)C=C[C@]2(C)[C@H]3CC[C@@]4(C)[C@H](C(=O)O)OC(=O)[C@H]5O[C@]54[C@]3(C)C(=O)C[C@@H]12
(32) O=C(Nc1cccc(S(=O)(=O)NC2=NCCC2)c1)c1ccc(F)cc1

assay / entry	25	26	27	28	29	30	31	32
mIAP inh	-5	4	8	-1	1	0	-7	-11
hIAP inh	-5	-12	-7	-4	8	5	2	-3
ATG4B inhibitor	-6	5	2	3	-8	0	9	-2
mIAP activ	1.1	0.96	0.92	1	0.99	1	1.1	1.1
PfGluPho inh	-1	-1	-21	-23	-4	0	-10	-11
hIAP activ	1.1	1.1	1.1	1	0.92	0.95	0.98	1
A3A deaminase	0	1	-3	-2	-4	-2	-2	0
HKDC1 inh	-5	-2	-5	-1	3	2	-7	-6

(33) COc1ccc(-c2nc(N)n(C(=O)c3ccc(C)cc3)n2)cc1
(34) CN(c1ccccc1)S(=O)(=O)c1ccc(C(=O)NCc2ccccc2F)cc1
(35) Cc1cc(O)ccc1NC(=O)c1ccccc1
(36) CC(=O)C1=C(O)C(=O)N(c2ccc(Br)cn2)C1c1ccc(Br)cc1 (stereo not given)
(37) NC(=O)COC(=O)[C@H](Cc1ccccc1)NS(=O)(=O)c1ccc2c(c1)OCCO2
(38) O=C(O)c1sccc1Oc1ccc(F)cc1[N+](=O)[O-]
(39) CCCN(CC(=O)Nc1ccc(Cl)cc1Cl)C(=O)/C=C/c1cc(OC)ccc1OC
(40) O=C(CCc1nnc2n(Cc3ccc(F)cc3)c(=O)c3ccccc3n12)NCCCN1CCOCC1

assay / entry	33	34	35	36	37	38	39	40
mIAP inh	-9	14	-7	-6	-2	20	-6	-7
hIAP inh	-17	-2	3	7	-1	-9	4	8
ATG4B inhibitor	10	-4	-2	-6	1	5	5	-3
mIAP activ	1.1	0.86	1.1	1.1	1	0.8	1.1	1.1
PfGluPho inh	1	-4	-3	2	5	-14	25	2
hIAP activ	1.2	1	0.97	0.93	1	1.1	0.96	0.92
A3A deaminase	-2	-2	-2	0	2	2	-2	2
HKDC1 inh	0	4	-6	10	-6	6	-4	-5

(41) CC1(C)C2CCC1(CS(=O)(=O)NCc1ccc(Cl)cc1Cl)C(=O)C2 (stereo not given)
(42) O=C(c1cccs1)N1CCC(c2nc(-c3ccc(S(=O)(=O)N4CCOCC4)cc3)no2)CC1
(43) Cc1c(NC(=O)COC(=O)/C=C/c2ccccc2Br)c(=O)n(-c2ccccc2)n1C
(44) CCN1C(C#N)=C(C#N)N=C(C)CC1(C)C
(45) Cc1nnc2ccc(-c3cccc(NS(C)(=O)=O)c3)nn12
(46) CCOC(=O)CCP(=O)(O)C(O)c1ccccc1 (stereo not given)
(47) CC(C#N)Sc1ncnc2sc(-c3ccccc3)cc12 (stereo not given)
(48) N#CC(C#N)=C1c2cc(S(=O)(=O)NCCO)ccc2-c2ccc(S(=O)(=O)NCCO)cc21

assay / entry	41	42	43	44	45	46	47	48
mIAP inh	5	-9	-4	-5	3	-5	2	8
hIAP inh	10	-2	-2	-4	7	1	0	-2
ATG4B inhibitor	-2	-9	6	-12	-5	3	-4	-7
mIAP activ	0.95	1.1	1	1.1	0.97	1.1	0.98	0.92
PfGluPho inh	0	-4	-2	4	1	-12	1	28
hIAP activ	0.9	1	1	1	0.93	0.99	1	1
A3A deaminase	0	2	1	0	-5	5	-2	-1
HKDC1 inh	-2	-7	-5	-4	-2	-1	-2	17

(49) COc1cc(C)c(Cl)c(C)c1S(=O)(=O)NCc1ccc2c(c1)OCO2
(50) O=C(Nc1ccccc1-c1ccccc1)c1cnccn1
(51) CC(=O)Nc1c([N+](=O)[O-])cc2[nH]c(=O)[nH]c2c1[N+](=O)[O-]
(52) COc1ccc(OC)c(S(=O)(=O)Nc2cccc(F)c2)c1
(53) O=C(NCCCn1ccnc1)c1ccc(-c2cccc(Cl)c2Cl)o1

assay / entry	49	50	51	52	53
mIAP inh	10	7	4	9	-5
hIAP inh	-81	10	18	13	-23
ATG4B inhibitor	-12	-11	7	-3	0
mIAP activ	0.9	0.93	0.96	0.91	1.1
PfGluPho inh	8	8	19	-2	7
hIAP activ	1.8	0.9	0.82	0.87	1.2
A3A deaminase	-1	-5	3	-3	-1
HKDC1 inh	2	-3	4	-6	4
